Bioassay records from PubChem.
Rin1 Abl inh: blocks binding of human Rin1 to Abl; TR-FRET Rin1/Abl binding, biochemical; AID 588664; hit rate 0.4% among 360,000; inhibition, % at 7.35 µM; P00519+Q13671; in the data active = inhibition above about 5%, passing the limit was not always enough
eLon inh: inhibitors of E. coli Lon protease; AID 602123; purified E. coli Lon protease, fluorescence polarization; inhibition, % at 7.94 µM; hit rate 0.42% among 360,000; P0A9M0; in the data active = inhibition above about 13%, passing the limit was not always enough;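 note: 0% = enzyme with probe and DMSO and 100% = no enzyme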
Target sequence (P0A9M0 whole entry, looked up): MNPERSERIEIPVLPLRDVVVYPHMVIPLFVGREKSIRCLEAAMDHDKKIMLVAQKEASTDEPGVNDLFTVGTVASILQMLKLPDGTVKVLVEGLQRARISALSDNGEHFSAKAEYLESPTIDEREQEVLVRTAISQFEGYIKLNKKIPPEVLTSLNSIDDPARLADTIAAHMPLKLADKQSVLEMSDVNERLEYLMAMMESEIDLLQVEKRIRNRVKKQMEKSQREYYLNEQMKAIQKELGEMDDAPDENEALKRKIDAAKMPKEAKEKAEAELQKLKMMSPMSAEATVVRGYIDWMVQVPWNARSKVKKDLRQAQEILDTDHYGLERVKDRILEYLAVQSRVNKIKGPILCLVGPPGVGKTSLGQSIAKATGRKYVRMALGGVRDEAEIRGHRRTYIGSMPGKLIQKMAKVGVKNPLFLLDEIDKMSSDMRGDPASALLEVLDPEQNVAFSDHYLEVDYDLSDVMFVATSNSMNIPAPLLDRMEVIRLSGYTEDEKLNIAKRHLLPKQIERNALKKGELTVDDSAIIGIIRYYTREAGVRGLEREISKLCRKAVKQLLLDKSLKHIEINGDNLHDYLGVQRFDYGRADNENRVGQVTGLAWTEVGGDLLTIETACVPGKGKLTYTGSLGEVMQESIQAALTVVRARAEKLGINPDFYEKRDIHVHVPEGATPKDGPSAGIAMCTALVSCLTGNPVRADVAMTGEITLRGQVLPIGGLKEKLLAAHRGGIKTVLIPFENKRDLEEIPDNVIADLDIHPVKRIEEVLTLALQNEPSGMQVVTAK
Rpn11 block: Rpn11 (human) deubiquitinase inhibition; calls only at 20 µM; AID 588493; human 26S proteasome, Ub4-pepOG fluorescence polarization; 20S core pre-blocked with epoxomicin; hit rate 0.59% among 360,000; O00487;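 active = inhibition at 20 µM, scaled to each plate's controls, above about 33%, limit read from the data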
Target sequence (O00487 whole entry, looked up): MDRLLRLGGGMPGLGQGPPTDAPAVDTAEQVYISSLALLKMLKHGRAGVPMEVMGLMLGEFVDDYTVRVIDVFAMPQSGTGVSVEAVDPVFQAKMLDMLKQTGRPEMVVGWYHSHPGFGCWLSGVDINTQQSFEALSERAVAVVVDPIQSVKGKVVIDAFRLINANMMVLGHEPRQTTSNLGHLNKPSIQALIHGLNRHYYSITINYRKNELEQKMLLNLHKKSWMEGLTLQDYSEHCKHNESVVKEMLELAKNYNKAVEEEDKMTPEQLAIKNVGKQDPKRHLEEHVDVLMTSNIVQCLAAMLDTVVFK
MsrA inhibitor: bovine MsrA inhibition | purified bovine MsrA, absorbance read-out | inhibition, % at 15.5 µM | hit rate 0.75% among 360,000; in the data active = inhibition above about 4.5%;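 note: 0% = vehicle wells with enzyme and 100% = reference inhibitor wells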
CSN inh: CSN deneddylation inhibition. Q92905. Purified CSN, SCF-Nedd8-OG deneddylation, fluorescence polarization. inhibition, % at 12.5 µM. hit rate 0.38% among 360,000;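 active = pattern-corrected inhibition above about 35%, with an unprinted fluorescence ratio check between 0.5 and 1.5, limit read from the data, passing the limit was not always enough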;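 note: 0% = enzyme with substrate and 100% = substrate without enzyme; some results filed as inactive read as strong as hits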
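Assay system: purified human Csn5 enzyme expressed in HEK293T cells; Input: 0.24 nM Csn5 enzyme, final concentration; Reagent: 10 nM SCFSkp2-Nedd8OG; Compound dosing: 12.5 µM single point; Times: reaction 90 min, room temperature; Technique: fluorescence polarization readout.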
MLLE-PAM2 inh: blocks PAM2 peptide binding to the PABP1 MLLE domain. P11940. hit rate 0.36% among 360,000. inhibition, % at 20 µM. GST-MLLE / FITC-PAM2 fluorescence polarization; in the data active = inhibition above about 35%, passing the limit was not always enough;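 note: plate controls were DMSO wells with GST-MLLE for no effect and wells lacking GST-MLLE protein for full effect; some results filed as inactive read as strong as hits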
FAS-TE inh: FAS thioesterase (human) inhibition | recombinant FAS-TE, OMFH fluorogenic substrate, fluorescence endpoint | AID 602261 | hit rate 0.67% among 360,000 | inhibition, % at 15 µM | P49327;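 active = compounds whose normalised, plate-corrected inhibition of enzyme fluorescence in the single-dose primary screen is 50% or more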;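 note: 0% = DMSO with enzyme and 100% = substrate without enzyme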
MsrA act: bovine methionine sulfoxide reductase A activation. hit rate 0.3% among 360,000. activation, % at 10.6 µM. purified bovine MsrA, absorbance read-out; in the data active = activation above about 7.5%;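 note: 0% = vehicle and 100% = reference activator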
MT1-MMP act inh: blocks activation of human MT1-MMP; P50281; HT1080 RFP-PRO-GFP cells, GFP/RFP ratio fluorescence, overnight; percent of plate control window, DMSO zero; GFP/RFP ratio change, % at 20 µM; hit rate 0.061% among 360,000; AID 651647;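 active = GFP/RFP ratio change of at least 30% with cell ATP level not reduced by more than half and red fluorescence within 50% of control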; note: strong numbers were not always called active
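Assay system: RFP-PRO-GFP reporter HT1080 cells; read-out basis: GFP/RFP fluorescence ratio; benchmarks: DMSO wells and RFP-L50D-GFP cells; doses: 20 µM single dose, 1% DMSO; schedule: overnight cell settling, then overnight compound exposure, 37 °C, 5% CO2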
Starred values were filed as active, the others as inactive; i = inactive; nt = not tested or not shown.

The line under a structure holds: Rin1 Abl inh, eLon inh, Rpn11 block, MsrA inhibitor, CSN inh, MLLE-PAM2 inh, FAS-TE inh, MsrA act, MT1-MMP act inh
O=C(CCOc1ccccc1)Nc1ccnn1C1CCN(Cc2ccc(F)cc2)CC1
→ -2, -10, i, -0.6, 1, 7, -3, -1, 2
O=C1CN(C(=O)c2cccc(Br)c2)c2ccccc2N1
→ 2, -8, i, -0.7, 0, 1, -3, -3, -6
C=CC#CC1(O)CC(C)[N+](C)(C)CC1C (centres undefined)
→ 2, -3, i, -0.2, 4, -152, -7, -1, -2
COc1cccc(NC(=O)c2nnn(Cc3ccc(Br)cc3F)c2N)c1
→ -1, -6, i, 0.1, -7, -8, 5, -2, 4
Cc1ccc(Cc2c(-c3ccc(C#N)cc3)nc3c4ccccc4ccn23)cc1
→ 1, -16, i, 0.7, 4, -7, -4, 0, 3
Cc1ccc(C)c(CN2C(=O)COc3ccc(C(=O)c4ccccc4C(=O)O)cc32)c1
→ 8, 0, i, -0.4, 2, 3, 7, -3, -3
COc1ccc(NC(=O)c2cc(C3CCCCN3S(=O)(=O)c3cccs3)on2)c(C)c1 (centres undefined)
→ 3, -9, i, -1.8, -1, 9, 14, 3, 5
CSC[C@H](NC(=O)COc1cc2c(c3oc(=O)cc(C)c13)CCC(C)(C)O2)C(=O)O
→ -1, 5, i, 1.9, 0, 0, -3, -3, 4
COC(=O)c1ccc(CN2CCN(CCC(C)C)C(CCO)C2)cc1 (centres undefined)
→ 5, -6, i, -1.2, 2, 18, -11, 2, -4
CCN(CC(=O)NC1CCS(=O)(=O)C1)S(=O)(=O)c1ccc(Cl)c(C(F)(F)F)c1 (centres undefined)
→ 0, -2, i, -0.4, -5, -2, -4, -1, -2
S=C(NCc1ccco1)N/N=C/c1cccnc1
→ 0, -8, i, 0.4, 10, 18, 0, -3, -1
CCn1c(C)c(C)c2cc(C(=O)NCCc3ccco3)ccc21
→ 4, -8, i, 0.5, 3, -27, -1, -8, 19
Fc1ccccc1/C=N/n1c(-c2cccnc2)n[nH]c1=S
→ -5, 12, i, 0.6, -1, -38, -8, -1, -2
Cn1c(OCc2cccnc2)nc2c1c(=O)n(Cc1ccc(Br)cc1)c(=O)n2C
→ 6, -8, i, 0.8, 3, 6, 10, 8, -2
CN(CCNC(=O)C1CCN(S(=O)(=O)N2CCOCC2)CC1)CCc1ccccc1
→ 1, 3, i, -0.8, -7, -2, -4, -7, -1
CC(=O)c1ccc(NC(=S)N2CCN(c3ccccn3)CC2)cc1
→ 2, -1, i, 0.3, 4, -63, -2, -1, 2
CN(CC1COc2ccccc2O1)C(=S)Nc1ccccc1 (centres undefined)
→ -2, 4, i, -0.9, 3, -89, 0, -4, 0
CC1CCCN(C(=O)CN(C)S(=O)(=O)c2cccc3nsnc23)C1 (centres undefined)
→ -2, 9, i, 1.4, 4, 2, -8, -3, 0
Cc1ccc(NC(=O)CCc2nnc3ccc(NCc4ccco4)nn23)nc1
→ 3, -6, i, -1.3, 3, -12, -4, -13, 2
CCOC(=O)c1ccc(Nc2ccc(C(C)=O)cc2)cc1
→ 2, 1, i, 1.4, -2, -7, 2, -5, -1

Arranged by molar mass (ascending): part of the list above
The line under a structure holds: Rin1 Abl inh, eLon inh, Rpn11 block, MsrA inhibitor, CSN inh, MLLE-PAM2 inh, FAS-TE inh, MsrA act, MT1-MMP act inh
S=C(NCc1ccco1)N/N=C/c1cccnc1
→ 0, -8, i, 0.4, 10, 18, 0, -3, -1
CCOC(=O)c1ccc(Nc2ccc(C(C)=O)cc2)cc1
→ 2, 1, i, 1.4, -2, -7, 2, -5, -1
Fc1ccccc1/C=N/n1c(-c2cccnc2)n[nH]c1=S
→ -5, 12, i, 0.6, -1, -38, -8, -1, -2
CCn1c(C)c(C)c2cc(C(=O)NCCc3ccco3)ccc21
→ 4, -8, i, 0.5, 3, -27, -1, -8, 19
CN(CC1COc2ccccc2O1)C(=S)Nc1ccccc1 (centres undefined)
→ -2, 4, i, -0.9, 3, -89, 0, -4, 0
CC(=O)c1ccc(NC(=S)N2CCN(c3ccccn3)CC2)cc1
→ 2, -1, i, 0.3, 4, -63, -2, -1, 2
COC(=O)c1ccc(CN2CCN(CCC(C)C)C(CCO)C2)cc1 (centres undefined)
→ 5, -6, i, -1.2, 2, 18, -11, 2, -4
CSC[C@H](NC(=O)COc1cc2c(c3oc(=O)cc(C)c13)CCC(C)(C)O2)C(=O)O
→ -1, 5, i, 1.9, 0, 0, -3, -3, 4
Cn1c(OCc2cccnc2)nc2c1c(=O)n(Cc1ccc(Br)cc1)c(=O)n2C
→ 6, -8, i, 0.8, 3, 6, 10, 8, -2
COc1ccc(NC(=O)c2cc(C3CCCCN3S(=O)(=O)c3cccs3)on2)c(C)c1 (centres undefined)
→ 3, -9, i, -1.8, -1, 9, 14, 3, 5
CCN(CC(=O)NC1CCS(=O)(=O)C1)S(=O)(=O)c1ccc(Cl)c(C(F)(F)F)c1 (centres undefined)
→ 0, -2, i, -0.4, -5, -2, -4, -1, -2

Next part.
The line under a structure holds: Rin1 Abl inh, eLon inh, Rpn11 block, MsrA inhibitor, CSN inh, MLLE-PAM2 inh, FAS-TE inh, MsrA act, MT1-MMP act inh
CCS(=O)(=O)N1CCN(C(=O)c2ccc(-c3ccccc3)cc2)CC1
→ -1, -9, i, -0.7, -3, -4, -2, -3, 9
CONC(=O)c1ccc(-c2cccc3nccn23)cc1
→ -3, 5, i, 0.4, 1, -19, -10, -3, 1
O=C(CSc1ccc(-c2ccco2)nn1)c1ccccc1
→ -2, 4, i, 2.4, 6, 28, -5, -3, 2
Cc1c(NC(=O)C(C)N2C(=O)c3ccccc3C2=O)c(=O)n(-c2ccccc2)n1C (centres undefined)
→ 2, 0, i, -0.3, 2, -4, -7, -1, 0
O=C(N/N=C/c1sc(N2CCOCC2)nc1-c1ccccc1)c1ccc(O)cc1
→ -2, 5, i, 17*, 0, -14, 3, -5, 12
COC(=O)c1ccc(CSc2nnc(C)n2N)o1
→ 2, -7, i, -2.0, -12, -1, -9, -4, 2
COc1cc2c(cc1OC)C(C)N(Cc1ccc3c(c1)OCO3)CC2 (centres undefined)
→ 0, -4, i, -0.6, -2, -112, -1, -3, -1
Cc1ccc(N2CC(c3nc4ccccc4n3C)CC2=O)cc1C (centres undefined)
→ 0, -3, i, 1.0, -1, -68, -3, -2, -5
CCOc1ccc(S(=O)(=O)N2CCC(C(=O)Nc3ccccc3N3CCCC3)CC2)cc1
→ -4, 3, i, -0.6, 6, 5, 10, 0, 1
CCn1c(SCC(=O)c2ccc(NC(C)=O)c(OC)c2)nnc1-c1ccc(NS(C)(=O)=O)cc1
→ -1, 2, i, -0.2, -7, 0, -9, -9, -3
COC(=O)C1CN(C(=O)COc2cc(C)c(Cl)c(C)c2)c2ccccc2O1 (centres undefined)
→ 1, 0, i, 0.4, -3, 3, 22, 3, -4
N#CCCN(C(=O)COC(=O)c1cc(S(=O)(=O)N2CCOCC2)ccc1Cl)c1ccc(F)cc1
→ 4, 4, i, -0.5, 2, -18, -3, -3, 0
COc1ccc(OCCCC(=O)NCc2ccco2)cc1
→ 0, -8, i, -0.8, -1, 1, -6, -1, 4
COc1cc(NC(=O)CSc2nc3cc(C)ccc3cc2C)c(C(=O)O)cc1OC
→ -11, -5, i, 1.0, -3, 5, -2, -4, 0
CCOC(=O)C1(Cc2ccccc2)CCCN(C(=O)c2cn[nH]c2)C1 (centres undefined)
→ 1, -6, i, 0.3, -3, 8, -6, -1, 2
O=C(CNC(=O)c1cccc(F)c1)N/N=C/c1cccs1
→ -1, -2, i, 1.8, 6, 12, -2, -3, -3
CC(CNC(=O)c1ccc(N)cc1)NC(=O)c1ccc(N)cc1 (centres undefined)
→ 1, -9, i, -0.3, 0, 15, -8, -3, -4
COc1ccccc1NS(=O)(=O)c1c(C)nc2sccn2c1=O
→ 0, -5, i, 1.3, -1, 18, -2, -3, 0
C[C@H](NC(=O)c1ccco1)C(=O)OCC(=O)N1CC(=O)Nc2ccccc21
→ 3, -8, i, -0.8, -3, 0, -7, -1, 2
O=C(C1CCN(C2CCN(Cc3ccc4cc(F)ccc4n3)CC2)CC1)N1CCCC1
→ 3, -2, i, -0.2, 1, 5, -8, -7, -1
O=C(CSCCO)Nc1ccc([N+](=O)[O-])cc1
→ -4, -4, i, 2.9, 0, 17, -7, -4, 7
CCNCC(=O)Nc1c(C)cccc1C
→ -3, -2, i, -1.3, -5, 1, -2, -4, -1
S=C(NCCc1ccccc1)N1CCc2ccccc2C1
→ 2, -9, i, -1.0, 3, -144, 25, -5, 2
CC(=O)Nc1ccc(NC(=O)C(C)OC(=O)/C=C/c2cn(-c3ccccc3)nc2-c2cccnc2)cc1 (centres undefined)
→ -2, -8, i, 0.0, -7, -32, -10, -2, -12
Cc1c(OC(C)C(=O)NCC(O)c2ccccc2)ccc2c3c(c(=O)oc12)CCCC3 (centres undefined)
→ -1, 1, i, -0.3, 3, -1, 10, -13, 2
Nc1ccn(C2OC(CCl)C(O)C2O)c(=O)n1 (centres undefined)
→ -2, -6, i, 0.8, 1, 3, -8, 1, -6
COc1ccc(S(=O)(=O)N2CCC[C@H]2C(=O)N2CCC[C@H]2C(=O)N[C@H](C)c2ccccc2)cc1C
→ nt, 3, nt, -1.7, -4, nt, -9, 0, -1
O=C1c2ccccc2CCc2ccccc21
→ 0, 2, i, 0.6, 1, 0, 4, -2, 0
CN(CC(=O)Nc1ccc(F)cc1)C(=O)COC(=O)/C=C/c1ccccc1[N+](=O)[O-]
→ -2, 2, i, 1.1, -6, 10, 0, -7, 8
CN(C)CCSc1nc(-c2ccccc2)nc2c1CCC2
→ 2, -4, i, -0.3, 1, 5, -5, -4, -2
CCCCN(C(=O)c1ccc(C)o1)c1c(N)n(CCCC)c(=O)[nH]c1=O
→ 1, -4, i, -1.4, 0, 2, -8, -1, -13
COc1ccc(C(=O)CN2C(=O)NC3(CCCCC3)C2=O)cc1OC
→ 1, -2, i, -0.7, 5, -14, -5, 4, 1
CCOc1ccccc1Nc1cc(C)nc2nnnn12
→ 1, 0, i, 3.0, -3, 0, -3, -5, 3
Cc1cc(C(F)(F)F)nn1CC(=O)NNC(=S)Nc1cccc(Cl)c1
→ 2, -1, i, -0.8, 7, 33, -1, 0, -1
Cc1ccc(-n2ccc(=O)c(C(=O)Nc3ccc(S(=O)(=O)Nc4nccs4)cc3)n2)cc1
→ 4, 8, i, 2.5, 1, -2, -4, -1, 3
N=C1CCCN1CC(=O)c1ccc(Br)cc1
→ -4, 11, i, -0.8, 1, -3, -12, 3, 4
CCn1c(O)c(N=NC(=O)CNC(=O)c2ccco2)c2ccccc21
→ -4, 3, i, 1.3, -2, 10, -12, -7, 1
COc1ccc(S(=O)(=O)N2CCCCCC2)cc1C(=O)NCCOc1ccc(C)cc1
→ 1, -12, i, 0.8, -10, 20, 24, 0, -17
C=CCOc1ccccc1OCC(O)CNC(C)C (centres undefined)
→ -2, -2, i, -1.1, 1, 5, -1, -2, 7
O=c1[nH]c(-c2ccccc2O)nc2c1CCCC2
→ -3, 4, i, 0.0, 3, -7, -2, 0, 1
CCOc1ccc(CN2CCN(CC3=Cc4cccc(OC)c4OC3)CC2CCO)cc1 (centres undefined)
→ 0, -4, i, -0.7, -1, 4, -4, -3, 4
